Source: PubChem BioAssay
EPAC1 antagonist – antagonists of human EPAC1; EPAC1 GEF assay, Rap1b-BODIPY-GDP exchange fluorescence; O95398; Potency, µM (doses to about 115 µM), inactives show at the top dose activity change, negative = inhibition, most hits filed as inhibitors; 0.14% of 360,000 active;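 also: potency is read from the fitted curve at half-maximal effect; plate controls were vehicle for no effect and positive control for full effect; nearly all actives have a fitted effect of over 50% in size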
GLP-1R agonist – GLP-1 receptor (human) agonism; 0.007% of 380,000 active; HEK293 GLP-1R CRE-luciferase, luminescence, 4-6 h; cells express a hypersensitive GLP-1R form; Potency, µM (highest dose often 45.6 µM), without a hit: at the highest dose activation, most hits filed as activators; also: potency is read from the fitted curve at half-maximal effect; % of control where 0% means no effect
Target sequence (P43220 whole entry, looked up): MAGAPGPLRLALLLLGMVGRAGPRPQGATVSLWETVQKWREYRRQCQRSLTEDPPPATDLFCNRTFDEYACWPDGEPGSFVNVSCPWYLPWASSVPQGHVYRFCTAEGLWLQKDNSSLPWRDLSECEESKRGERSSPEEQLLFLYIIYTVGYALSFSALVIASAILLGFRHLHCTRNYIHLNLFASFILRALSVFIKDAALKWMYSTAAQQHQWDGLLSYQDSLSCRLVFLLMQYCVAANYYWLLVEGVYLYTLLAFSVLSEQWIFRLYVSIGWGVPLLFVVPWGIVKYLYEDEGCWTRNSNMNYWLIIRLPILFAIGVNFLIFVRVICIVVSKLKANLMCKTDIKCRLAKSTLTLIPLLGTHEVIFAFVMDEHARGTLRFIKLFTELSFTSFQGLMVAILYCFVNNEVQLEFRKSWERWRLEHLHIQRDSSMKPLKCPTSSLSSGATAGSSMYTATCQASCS
EPAC1 ag – activates human EPAC1 exchange factor. O95398. EPAC1 agonist qHTS, biochemical assay; response scale: 100% = response to 6.5 mM cAMP. AID 720707. 0.073% of 360,000 active. Potency, µM (top dose mostly 154 µM), for the others: top-dose activation, hits mostly activators; also: potency is read from the fitted curve at half-maximal effect; nearly all actives have a fitted effect of over 60% in size
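Normalized to 6.5 mM cAMP, activity reflects EPAC1-catalysed release of BODIPY-GDP from Rap1B, followed kinetically over 30 min at 480 nm excitation, 540 nm emission. Reaction contained 100 nM EPAC1, 250 nM Rap1B-BODIPY-GDP, 50 uM GDP.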
GLP1R inv ag – inverse agonists of human GLP-1 receptor | P43220 | HEK293 GLP-1R CRE-luciferase, luminescence, 24 h; GLP-1R form is constitutively active | Potency, µM (titrated, usually from 38.3 µM), inactives show at the highest dose activity change, negative = inhibition, hits mostly inhibitors | 1.6% of 410,000 active; also: potency is read from the fitted curve at half-maximal effect; % is scaled to controls: 0 for no effect and ±100 for the full control effect; nearly all actives have a fitted effect of over 55% in size
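Stable HEK293 clone (constitutively active GLP-1R + cAMP-response luciferase); 200 cells/uL plated, 12 h pre-culture, compound 24 hr, 37 deg C/5% CO2; detection reagent 12 min RT; luminescence.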
PLK1 PBD block – inhibitors of human PLK1 polo-box domain binding; 2.8% of 360,000 active; Potency, µM, for inactives: max response, negative = inhibition, actives largely listed as inhibitors; AID 720504; P53350; Plk1 PBD binding of FITC phosphopeptide, fluorescence polarization; also: potency is read from the fitted curve at half-maximal effect; series mostly up to about 57 µM; % is scaled to controls: 0 for no effect and ±100 for the full control effect; nearly all actives have a fitted effect of over 65% in size
Target sequence (P53350 whole entry, looked up, the tested form may be a part): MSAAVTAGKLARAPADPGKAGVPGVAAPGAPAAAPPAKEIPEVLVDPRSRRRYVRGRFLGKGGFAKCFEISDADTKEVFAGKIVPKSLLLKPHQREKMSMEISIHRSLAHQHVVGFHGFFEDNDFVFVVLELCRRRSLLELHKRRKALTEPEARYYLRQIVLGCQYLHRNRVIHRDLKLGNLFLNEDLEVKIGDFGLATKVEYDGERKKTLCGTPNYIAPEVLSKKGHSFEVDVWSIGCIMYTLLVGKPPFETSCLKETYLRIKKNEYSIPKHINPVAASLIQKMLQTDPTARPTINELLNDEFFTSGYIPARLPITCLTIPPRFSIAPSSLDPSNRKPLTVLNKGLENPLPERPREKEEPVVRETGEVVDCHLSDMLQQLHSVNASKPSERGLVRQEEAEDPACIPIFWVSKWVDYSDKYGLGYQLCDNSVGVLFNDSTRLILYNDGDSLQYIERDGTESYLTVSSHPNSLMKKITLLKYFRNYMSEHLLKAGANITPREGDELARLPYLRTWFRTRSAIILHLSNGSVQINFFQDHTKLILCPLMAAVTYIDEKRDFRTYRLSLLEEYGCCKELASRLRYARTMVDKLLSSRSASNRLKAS
IL-2 act – activates IL-2 in a cell-based reporter assay; 0.065% of 360,000 active; activation, % (series mostly up to about 46 µM); AID 652025; IL-2 activation reporter assay, cell-based qHTS; stimulated with anti-CD3/CD4/CD28 beads; in transgenic mouse T cells; in the data active = activation above about 50%; inconclusive = mostly about 30% to 49%; also: 0% is about no effect
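First, unstimulated transgenic mouse T cells were exposed to compound for 60 min. Next, anti-CD3/anti-CD4-coated beads with anti-CD28 were added. Finally, after 18 h at 37 degrees C, EGFP and DsRed were imaged.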
PTHR1 ag – agonists of human PTHR1 parathyroid hormone receptor | HEK293 GP2 PTHR1 cells, GloSensor cAMP luminescence, 1 h | 0.075% of 410,000 active | Q03431 | Potency, µM (series often up to 115 µM), inactives show at the top dose activation, most hits filed as activators; also: potency is read from the fitted curve at half-maximal effect; nearly all actives have a fitted effect of over 55% in size; some results filed as inactive show a strong effect at the top dose; inactives centre near -15; many of its hits are not listed in these tables
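HEK-293-derived GP2 cells expressing PTHR1 and a GloSensor cAMP reporter, 3,000/well, plated overnight, given luciferin plus IBMX (each 0.5 mM as added) for 1 h at 37 °C, then compound for 1 h at 37 °C. Luminescence was read after 15 min at room temperature.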
PI5P4K alpha inh – PI5P4K alpha (human) kinase inhibition. PI5P4Kalpha enzyme, ADP-Glo luminescence, 60 min; active compounds read low. max response, %. 1.2% of 330,000 active. AID 652105; active = max response of -50% or lower; inconclusive = between -30% and -50%; inactive = -30% or higher; also: value at the top dose of about 77 µM; % is scaled to controls: 0 for no effect and ±100 for the full control effect
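Human PI5P4Kalpha with substrate in 0.038 M HEPES pH 7.4, 0.28 mM EGTA, 0.1% CHAPS, 5% DMSO; reaction started with 5 microM ATP (final), 60 min at room temperature. ADP formed read by ADP-Glo luminescence.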
HEK293 tox – cytotoxic in the GLP-1 receptor inverse agonist counter-screen; 0.13% of 410,000 active; Potency, µM (top dose mostly 38.3 µM), for the others: at the top dose activity change, negative = inhibition, most hits filed as inhibitors; AID 624418; HEK293 cAMP-luciferase reporter cells, luminescence, 24 h;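 also: loss of luciferase light is scored as toxicity; potency is read from the fitted curve at half-maximal effect; % is scaled to controls: 0 for no effect and ±100 for the full control effect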
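Compound-treated cells are incubated 24 hr at 37 deg C under 5% CO2 after a 12 hour attachment period, then luciferase detection reagent is added and luminescence is measured following 12 min at room temperature; lowered signal indicates toxicity.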
An asterisk follows results filed as active; i = inactive; ? = inconclusive; nt = no result given; & = joins results of further samples; [ ] = dose if it differs, or a comment. Unless noted, calls follow the shape of the dose curve; as a rule, active = well fitted curve in the direction sought with a large enough effect; inconclusive = small, poorly fitted or top-dose-only effect, or another doubt; inactive = no such curve, though single readings can be large; an effect the other way counts as inactive or inconclusive. Only part of the results is shown, so the mix of outcomes need not match the whole.

Order of values: EPAC1 antagonist	GLP-1R agonist	EPAC1 ag	GLP1R inv ag	PLK1 PBD block	IL-2 act	PTHR1 ag	PI5P4K alpha inh	HEK293 tox
COCCn1c(C)cc(O)c(C(c2ccccc2)N2CCN(c3ccc(F)cc3)CC2)c1=O (stereo not given)
 : nt	-1%	nt	7%	nt	nt	i	nt	4%
C/C(=N\Nc1ccc(C(=O)O)cc1)c1ccc(Cl)s1
 : -6%	-1%	-5%	?	-2%	-2.2	-22%	3	-7%
CC(C)(CO)NS(=O)(=O)c1ccc2c(c1)C(=O)c1cc(S(=O)(=O)NC(C)(C)CO)ccc1-2
 : -21%	0%	2%	19%	3%	-1.9	-7%	3	6%
N=c1c(C(=O)NCC2CCCO2)cc2c(=O)n3ccccc3nc2n1Cc1cccnc1 (stereo not given)
 : -4%	-2%	0%	21%	?	0.9	-7%	2	nt
Cc1cc2oc(=O)cc(CN(C)Cc3ccc(OC(F)F)cc3)c2cc1Cl
 : ?	5%	-13%	3%	-2%	-3.7	-26%	5	1%
CCC(CO)NCc1ccc(OC2CCCC2)cc1 (stereo not given)
 : 10%	24%	0%	0%	-3%	-0.7	4%	0	-3%
C=C(C)Cn1c(C(C)NC(=O)CCC)nc2ccccc21 (stereo not given)
 : 11%	13%	-1%	-16%	-2%	-1.3	-4%	2	-6%
CC[C@]1(C(=O)OC)[C@H]2C(=O)N(Cc3ccccc3)C(=O)[C@H]2[C@H]2CN=C(SCc3ccc(C#N)cc3)N21
 : -7%	4%	-10%	-4%	-3%	-0.1	-26%	0	1%
O=C1C(Cl)=C(NCC2CCCO2)C(=O)N1C1CCCCC1 (stereo not given)
 : 0%	5%	0%	?	?	5.0	i	2	13%
CC(C)(C)n1nnnc1C(c1cccc(C#N)c1)N1CCCCCC1 (stereo not given)
 : -6%	25%	5%	?	-8%	0.4	i	3	10%
Cc1cc(NC(=O)c2ccc(Cl)cc2)cc(C)c1OCC(=O)N1CCOCC1
 : -9%	0%	-7%	-29%	0%	0.1	-53%[inhibitor]	17	3%
c1nnc(NC2=NCCC2)s1
 : -8%	-4%	0%	-2%	-9%	1.1	i	1	-5%
CC1CC(=O)N(CC(=O)Nc2ccc3c(c2)OCO3)c2ccccc2S1 (stereo not given)
 : -3%	38%	6%	0%	-4%	-2.8	i	nt	5%
CN(Cc1ccccc1)C(=O)CCC1CCN(C(=O)c2ccco2)CC1
 : 3%	5%	3%	5%	-7%	-2.1	i	2	2%
CN1C(=O)N(C)c2ccc(Br)c3cccc1c23
 : 14%	7%	10%	5%	30µM*	0.1	i	-3	2%
O=C(NN=C1CCCCCC1)c1ccc2c(c1)OCO2
 : -10%	5%	2%	-30%	0%	-1.1	i	0	-7%
CCCC1(c2ccccc2)NC(=O)N(CC(=O)Nc2ccc(N3CCOCC3)cc2)C1=O (stereo not given)
 : -2%	7%	13%	9%	-4%	1.3	-11%	10	4%
CCN1CCN(c2ncc(C(=O)Nc3c(F)cc(F)cc3Br)c3ccccc23)CC1
 : 14%	6%	-8%	?	0%	-2.4	-26%	6	-31%
CC(CN1CCCCC1)OC(=O)Cc1ccc(Cl)cc1 (stereo not given)
 : -11%	8%	-5%	0%	-4%	-2.1	-19%[57.5 µM]	0	13%
CCOC(=O)c1sc2ncn(CC(=O)Nc3ccc(C)cc3Br)c(=O)c2c1C
 : nt	-1%	nt	7%	nt	nt	-57%[inhibitor]	nt	3%
CSc1oc(-c2ccccc2)nc1C(N)=O
 : 7%	-5%	-3%	36%[activator]	-3%	0.5	i	nt	-10%
CC(=O)c1ccc(S(=O)(=O)N2CCC(c3nc4ccccc4[nH]3)CC2)cc1
 : -14%	8%	-23%	3%	-14%	0.7	-4%	0	?
COc1ccc(NC(=O)c2cc(-c3cccs3)on2)cc1OC
 : 10%	2%	9%	0%	-9%	4.1	-21%[57.5 µM]	nt	-2%
CCOC(=O)N1CCN(c2nc3c(C)cccn3c(=O)c2C=O)CC1
 : -3%	10%	-4%	-14%	-18%	-0.9	i	4	-22%
CCCCCCCCNc1ncnc2ccccc12
 : -25%	11%	20%	0%	-4%	-0.2	4%[57.5 µM]	nt	-20%
Cn1c(=O)c2sccc2n2c(CCCC(=O)Nc3ccc(F)cc3F)nnc12
 : 3%	1%	7%	10%&0%	-12%	-1.9	-1%	2	0%&4%
O=C(NNC(=O)c1ccccc1O)c1ccccc1O
 : -9%	-9%	2%	5µM*	-1%	-2.6	-30%[inhibitor]	-1	?
COc1cc(C(=O)OCC(=O)c2cc(C)n(C)c2C)cc(OC)c1OC
 : -12%	9%	6%	-39%	17µM*	-0.5	-3%[57.5 µM]	-9	?
Cc1cc(N)n(-c2ncnc3scc(-c4ccc(Cl)cc4)c23)n1
 : 0%	-3%	0%	5%	-5%	-0.1	-15%	10	-13%
COc1ccccc1NC(=O)C(C)OC(=O)CCCc1c[nH]c2ccccc12 (stereo not given)
 : -2%	?	21%	-19%	0%	-1.2	i	8	-1%

6 of the compounds above, in CSV form.
smiles,EPAC1 antagonist,GLP-1R agonist,EPAC1 ag,GLP1R inv ag,PLK1 PBD block,IL-2 act,PTHR1 ag,PI5P4K alpha inh,HEK293 tox
Cc1cc(N)n(-c2ncnc3scc(-c4ccc(Cl)cc4)c23)n1,0%,-3%,0%,5%,-5%,-0.1,-15%,10,-13%
O=C(NN=C1CCCCCC1)c1ccc2c(c1)OCO2,-10%,5%,2%,-30%,0%,-1.1,i,0,-7%
CC(=O)c1ccc(S(=O)(=O)N2CCC(c3nc4ccccc4[nH]3)CC2)cc1,-14%,8%,-23%,3%,-14%,0.7,-4%,0,?
Cc1cc(NC(=O)c2ccc(Cl)cc2)cc(C)c1OCC(=O)N1CCOCC1,-9%,0%,-7%,-29%,0%,0.1,-53%[inhibitor],17,3%
CCOC(=O)c1sc2ncn(CC(=O)Nc3ccc(C)cc3Br)c(=O)c2c1C,nt,-1%,nt,7%,nt,nt,-57%[inhibitor],nt,3%
N=c1c(C(=O)NCC2CCCO2)cc2c(=O)n3ccccc3nc2n1Cc1cccnc1 (stereo not given),-4%,-2%,0%,21%,?,0.9,-7%,2,nt

(cont.)
Order of values: EPAC1 antagonist	GLP-1R agonist	EPAC1 ag	GLP1R inv ag	PLK1 PBD block	IL-2 act	PTHR1 ag	PI5P4K alpha inh	HEK293 tox
CCCc1nc2ccccc2c(C(=O)OCC(=O)c2ccc3c(c2)NC(=O)CO3)c1CC
 : -4%	10%	4%	4%	-3%	0.8	i	0	6%
CCCNC(=O)C1CCN(c2cc(-c3ccccc3)nc3ncnn23)CC1
 : 7%	0%	-4%	11%	6%	0.1	i	-1	1%
COc1ccc(C2/C=C\CN(Cc3ccc(N(C)C)cc3)CC(=O)N2Cc2ccc(F)cc2)cc1 (stereo not given)
 : -7%	-3%	0%	-17%	0%	0.0	-15%	15	-14%
Cc1cc(C)n2c(NC3CCCCC3)c(-c3ccc(F)cc3)nc2n1
 : 2%	1%	-3%	-8%	1%	-0.5	i	-1	4%
CC(C)CC(=O)Nc1ccc(C(=O)NN2C(=O)c3ccccc3C2=O)cc1
 : 5%	-3%	2%	17%	-1%	-2.1	i	-5	4%
CCOc1cc(OCC)cc(C(=O)N2CCC[C@H]2C(=O)N2CCC[C@H]2C(=O)NCc2ccc(F)cc2F)c1
 : -7%	15%	6%	31%[activator]	1%	0.5	i	5	-6%
COc1ccccc1NC1=C(Cl)C(=O)N(c2ccccc2)C1=O
 : -18%	-17%	2%	2%	0%	-0.1	-25%	-3	-3%
Cc1cc(C)nc(SCc2ccc(C(=O)N/N=C/c3ccc(C(=O)O)cc3)cc2)n1
 : 7%	2%	3%	54%[activator]	-19%	-0.1	-8%	4	14%
COc1ccccc1NC(=O)CSc1ccc(-c2ccc(-n3ccnc3)cc2)nn1
 : 8%	5%	-8%	-3%	0%	-3.3	-34%[inhibitor]	-6	-20%
CCOCCCNS(=O)(=O)c1ccc(NC(=O)c2ccc([N+](=O)[O-])cc2Cl)cc1
 : 30%[activator]	2%	-4%	-26%	4%	-0.2	-6%	5	1%[1.53 µM]
CCCCn1c(N)c(N(CC)C(=O)c2c(CC)noc2C)c(=O)[nH]c1=O
 : -4%	9%	6%	32%[activator]	-6%	-0.2	i	-3	-1%
CC1(C(=O)NS(=O)(=O)c2ccccc2)CCN1C(=O)CCc1ccccc1 (stereo not given)
 : -5%	-7%	9%	9%	-11%	-0.1	-25%	-1	-17%
O=c1c(C/C=C/c2ccccc2)c(O)ccn1CCc1c[nH]c2ccccc12
 : 10%	-2%	-1%	?	8%	-1.6	-31%[inhibitor]	1	-10%
O=C(NCc1ccccn1)/C(=C/c1ccco1)NC(=O)c1ccccc1
 : -1%	-1%	0%	9%	-6%	0.4	i	-6	4%
CCn1c(=O)n(CC)c2cc(NC(=O)CSc3ccc([N+](=O)[O-])cn3)ccc21
 : -4%	13%	-5%	27%	-2%	-2.6	-2%	0	7%
O=C(O)c1ccccc1N1C(=O)C2C3CCC(C3)C2C1=O (stereo not given)
 : -4%	-2%	-7%	2%	-19%	-0.1	?	5	-3%
Cc1c(C)n(CCc2ccccc2)c2ncnc(NCCCO)c12
 : 0%	-2%	0%	?	-4%	0.8	i	-2	-17%
O=C(NN1C(=O)c2ccccc2NC1c1ccccc1OCc1ccccc1)c1ccncc1 (stereo not given)
 : -2%	6%	2%	?	-9%	-0.2	-3%	1	-21%
Cc1cc([N+](=O)[O-])nn1CC(=O)N/N=C/c1ccccc1Br
 : 1%	19%	4%	-5%	4%	2.1	-6%	2	-2%
COc1ccccc1C(=O)NCC(=O)n1nc(C)cc1C
 : -2%	-2%	8%	-10%	-11%	2.3	i	2	7%
